# Compound activity: PubChem BioAssay, The Scripps Research Institute Molecular Screening Center
# SRC2 inh – human SRC2 (NCOA2) inhibition | Q15596 | HEK293 GAL4-SRC2 luciferase reporter, luminescence | inhibition, % at 9 µM | hit rate 0.17% among 370,000 | AID 651957;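 active = inhibition above the mean inhibition of all tested compounds plus 3 SD, set per campaign, cut at about 52% in these data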;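 also: 0% = DMSO treated cells and 100% = cells given Gossypol at 36 µM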
# NR2F2 inh – NR2F2 (human) inhibition, primary screen; HEK293T NGFI-A luciferase reporter, luminescence; inhibition, % at 8.6 µM; hit rate 0.7% among 370,000; AID 686940;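 active = inhibition above a per-plate cutoff, mean inhibition of test wells between control levels plus 3 SD, cut at about 38% in these data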;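 also: cells cotransfected with COUP-TFII expression vector driving the NGFI-A reporter; 0% = median of COUP-TF2 test wells and 100% = reporter-only cells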
# Target sequence (P24468 whole entry, looked up): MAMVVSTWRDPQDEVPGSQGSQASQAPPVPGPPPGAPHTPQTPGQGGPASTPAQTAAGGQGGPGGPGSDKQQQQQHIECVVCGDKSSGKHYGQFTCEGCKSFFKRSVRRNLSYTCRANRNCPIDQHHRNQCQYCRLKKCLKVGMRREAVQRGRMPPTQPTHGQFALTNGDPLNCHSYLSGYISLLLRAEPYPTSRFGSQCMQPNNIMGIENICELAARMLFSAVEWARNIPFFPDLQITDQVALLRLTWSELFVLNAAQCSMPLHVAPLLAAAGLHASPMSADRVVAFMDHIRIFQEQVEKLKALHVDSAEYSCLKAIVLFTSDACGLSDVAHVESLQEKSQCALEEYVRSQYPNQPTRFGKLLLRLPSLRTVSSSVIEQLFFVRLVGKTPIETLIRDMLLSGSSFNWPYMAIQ
# Numbers without * were called inactive; x = not tested or not shown. The list is partial; the hit share may differ from the screen's.
# The line under a structure holds: SRC2 inh, NR2F2 inh
COc1cccc2c(NCc3ccccc3)nc(-n3c(N)nc4ccccc43)nc12
    x, 100*
O=C(NC1CCC1)c1ccc(C#Cc2cccc(F)c2)nc1
    -114, -38
COC(=O)Nc1nc2ccc(C(=O)C3CC3)cc2[nH]1
    -26, -79
CCCCN(CCCC)CC(O)c1cc(Cl)cc2c1-c1ccc(Cl)cc1/C2=C/c1ccc(Cl)cc1 (configuration not stated)
    -8, -4
Cc1cc(O)c2c(c1)C(=O)c1cccc(O)c1C2=O
    -13, 11
C[C@@H]1CC(=O)NN=C1c1ccc(NN=C(C#N)C#N)cc1
    -2, -8
Cc1ccc(Nc2c(F)cccc2Cl)c(CC(=O)O)c1
    5, 9

# One compound at a time (already shown). Values in the order: SRC2 inh, NR2F2 inh
# `Cc1ccc(Nc2c(F)cccc2Cl)c(CC(=O)O)c1` is listed with 5, 9
# `CCCCN(CCCC)CC(O)c1cc(Cl)cc2c1-c1ccc(Cl)cc1/C2=C/c1ccc(Cl)cc1` (configuration not stated) is listed with -8, -4
# `O=C(NC1CCC1)c1ccc(C#Cc2cccc(F)c2)nc1` is listed with -114, -38
